Source: PubChem BioAssay
GRP78 ERSR act = qHTS for Inducers of the Endoplasmic Reticulum Stress Response (ERSR) in Human Glioma: qHTS. U87-MG GRP78 promoter luciferase reporter, 16 h. AID 602332, 2012. Potency, µM, without a hit: at the highest dose activation, usual class: activators. 0.02% of 420,000 active; further: potency means the concentration at half of the fitted maximal effect; series mostly up to about 76 µM; % of control where 0% means no effect; nearly all actives have a fitted effect of over 35% in size
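Stably transfected U87-MG glioma cells carrying a GRP78-based luciferase sensor; 16 h compound incubation. Luminescence end-point read 10 min after Bright-Glo addition at room temperature.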
Vif-A3G inh = qHTS for Inhibitors of Vif-A3G Interactions: qHTS; DNA dC->dU-editing enzyme APOBEC-3G (Homo sapiens), Q9HC16; HeLa A3G-eYFP + Vif (tagged APOBEC3G with the HIV-1 protein that degrades it), YFP fluorescence, overnight; Potency, µM (top dose mostly 46.1 µM), for inactives: at the top dose activity, negative = active, actives largely listed as inhibitors; 0.076% of 410,000 active; AID 602310, 2012;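 further: potency means the concentration at half of the fitted maximal effect; on the % scale 0 is the no-effect control and ±100 the full control effect; nearly all actives have a fitted effect of over 60% in size; hits raise eYFP signal because A3G escapes Vif-driven loss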
Target sequence (Q9HC16 whole entry, looked up): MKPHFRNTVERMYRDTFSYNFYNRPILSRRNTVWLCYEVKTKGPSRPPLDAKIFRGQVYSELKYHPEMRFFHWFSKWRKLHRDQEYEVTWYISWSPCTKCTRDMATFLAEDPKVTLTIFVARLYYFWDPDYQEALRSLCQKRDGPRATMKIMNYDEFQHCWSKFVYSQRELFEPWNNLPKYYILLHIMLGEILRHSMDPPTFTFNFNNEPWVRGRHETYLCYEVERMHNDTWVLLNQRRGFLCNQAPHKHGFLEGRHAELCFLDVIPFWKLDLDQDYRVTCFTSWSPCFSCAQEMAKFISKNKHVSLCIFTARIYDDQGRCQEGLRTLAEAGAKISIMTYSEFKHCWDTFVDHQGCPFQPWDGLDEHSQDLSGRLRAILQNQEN
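HeLa cells stably expressing Vif and C-terminally eYFP-tagged A3G, seeded overnight at 37 deg C, then exposed to compound by pintool overnight at 37 deg C. Rise in yellow fluorescence (Ex 488/Em 500-530, Acumen) marks blocked Vif-driven A3G degradation.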
RXFP1 agonist = qHTS Assay for Agonists of the Relaxin Receptor RXFP1 | 0.3% of 370,000 active | Relaxin receptor 1 (Homo sapiens), Q9HBX9 | AID 2676, 2010 | Potency, µM (top dose mostly 57.5 µM), for the others: at the highest dose activation, hits mostly activators | HEK293T-RXFP1 cAMP TR-FRET, 30 min; response scale: percent of porcine relaxin response, buffer zero; further: potency means the concentration at half of the fitted maximal effect; on the % scale 0 is the no-effect control and ±100 the full control effect; nearly all actives have a fitted effect of over 60% in size; many of its hits are not listed in these tables
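HEK293 cells stably expressing RXFP1, treated 30 min at 37C with compounds plus PDE4 inhibitor Ro 20174; cAMP measured by HTRF TR-FRET. Normalized to buffer and 29 nM porcine relaxin; EC50 by Hill fit.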
LDHA block = qHTS assay for inhibitors of human lactate dehydrogenase; 0.15% of 480,000 active; activity change, % (values are at about 110 or 230 µM); purified LDHA, NADH/diaphorase-resazurin fluorescence; hits give low values; in the data active means activity change below about -30%; inconclusive means mostly about -25% to -30%;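 further: plate controls were DMSO wells for no effect and wells without enzyme for full effect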
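LDH5 2 nM; NADH 0.06 mM, pyruvate 0.2 mM; 200 mM Tris pH 7.4, EDTA, Tween-20; 5 min RT. Detection: diaphorase 0.133 mg/mL + resazurin 37 µM, fluorescence ex540/em590 at 0 and 20 min; normalized to enzyme-free and DMSO wells.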
USP1-UAF1 inh = Inhibitors of USP1/UAF1: Primary Screen | AID 743255, 2014 | 0.23% of 390,000 active | recombinant USP1/UAF1, Ub-Rhodamine cleavage fluorescence | Potency, µM (top dose mostly 57.1 µM), without a hit: top-dose activity change, negative = inhibition, most hits filed as inhibitors | Ubiquitin carboxyl-terminal hydrolase 1 (Homo sapiens), O94782; further: potency means the concentration at half of the fitted maximal effect; on the % scale 0 is the no-effect control and ±100 the full control effect; nearly all actives have a fitted effect of over 60% in size; inactives centre near -12
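USP1/UAF1 complex at 1 nM was preincubated with compound for 15 min at room temperature, then Ub-Rho substrate (150nM final) was added. Fluorescence (480/540 nm) was read kinetically, 6 reads every 60 seconds.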
PI4K2A inh = qHTS for small molecular inhibitors of PI4K2A; Phosphatidylinositol 4-kinase type 2-alpha (Homo sapiens), Q9BTU6; AID 1346378, 2018; activity change, negative = inhibition, % at 76.9 µM; 0.13% of 420,000 active; purified PI4K2A, ADP-Glo luminescence, 1 h; hits give low values; in the data active means activity change below about -50%; inconclusive means mostly about -30% to -49%;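 further: -100% = wells without enzyme as full effect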
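ADP-Glo luminescence measured ADP generated by PI4K2A enzyme (4 ug/mL before mixing) with 1.2 mM PI substrate (pre-mix) and 300 microM ATP (pre-mix). Tris pH7.5 buffer with MgCl2, Triton X-100; 1 h reaction at ambient temperature.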
IDH1 R132H inh = qHTS for Inhibitors of mutant isocitrate dehydrogenase 1 (IDH1): qHTS; Isocitrate dehydrogenase [NADP] cytoplasmic (Homo sapiens), O75874; IDH1-R132H enzyme, NADPH consumption, diaphorase/resazurin fluorescence; Potency, µM (titrated, usually from 76.6 µM), without a hit: at the highest dose activity change, negative = inhibition, hits mostly inhibitors; 0.093% of 390,000 active; AID 602179, 2012; further: potency means the concentration at half of the fitted maximal effect; on the % scale 0 is the no-effect control and ±100 the full control effect; nearly all actives have a fitted effect of over 65% in size
Target sequence (O75874 whole entry R132H, stated change not applied): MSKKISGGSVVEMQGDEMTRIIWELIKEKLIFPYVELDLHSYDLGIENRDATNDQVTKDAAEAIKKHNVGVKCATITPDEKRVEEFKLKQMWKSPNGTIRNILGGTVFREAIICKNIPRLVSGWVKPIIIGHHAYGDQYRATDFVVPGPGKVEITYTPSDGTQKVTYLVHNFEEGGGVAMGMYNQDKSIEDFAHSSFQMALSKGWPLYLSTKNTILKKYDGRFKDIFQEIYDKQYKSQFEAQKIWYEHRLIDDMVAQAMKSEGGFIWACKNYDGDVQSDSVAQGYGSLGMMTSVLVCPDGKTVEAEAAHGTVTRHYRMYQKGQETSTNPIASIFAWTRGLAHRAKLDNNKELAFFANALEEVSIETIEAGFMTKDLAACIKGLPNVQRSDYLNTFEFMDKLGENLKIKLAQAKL
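IDH1-R132H (0.5 ug/mL) preincubated 30 min with compound, then NADPH (0.016 mM) and alpha-KG (2 mM) added; 80 min at RT, pH 7.5. Remaining NADPH coupled via diaphorase/resazurin to fluorescence (540/590 nm); concentration-response curves normalized to no-enzyme control.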
Vif-A3F inh = qHTS for Inhibitors of Vif-A3F Interactions: qHTS; HeLa A3F-eYFP + Vif (tagged APOBEC3F with the HIV-1 protein that degrades it), YFP fluorescence increase; Potency, µM (doses to about 46.1 µM), for inactives: at the top dose activity, negative = active; 0.2% of 390,000 active; AID 602313, 2012; further: potency means the concentration at half of the fitted maximal effect; % of control where 0% means no effect; nearly all actives have a fitted effect of over 65% in size
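HeLa cells stably expressing Vif plus C-terminally eYFP-tagged A3F were seeded, incubated overnight at 37 deg C, dosed with compound, incubated overnight again at 37 deg C. Yellow fluorescence (Ex 488/Em 500-530) reported blocked Vif-mediated A3F-eYFP degradation.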
TrxR1 substrate = qHTS Assay for Substrates of Mammalian Selenoprotein Thioredoxin Reductase 1 (TrxR1): qHTS; 0.01% of 390,000 active; Potency, µM (doses to about 114 µM), without a hit: top-dose activity change, negative = substrate turnover; purified TrxR1 substrate turnover, NADPH consumption readout; further: potency means the concentration at half of the fitted maximal effect; on the % scale 0 is the no-effect control and ±100 the full control effect; nearly all actives have a fitted effect of over 50% in size
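Rat TrxR1, dispensed at 90 nM, was prereduced with 400 uM NADPH (final) for 5 min at ~22 deg C, then incubated with compound 15 min before 400 uM selenite. A first-read NADPH fluorescence drop versus no-compound background flagged substrates.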
* marks the source's active call; other numbers are inactive results; ? = inconclusive; . = no result given; & = joins results of further samples; [ ] = remark or other dose. Unless noted, the call rests on the fitted dose curve; in most records, active means well fitted curve in the direction sought with a large enough effect; inconclusive means small, poorly fitted or top-dose-only effect, or another doubt; inactive means no such curve, though single readings can be large; an effect the other way counts as inactive or inconclusive.

molecule	GRP78 ERSR act	Vif-A3G inh	RXFP1 agonist	LDHA block	USP1-UAF1 inh	PI4K2A inh	IDH1 R132H inh	Vif-A3F inh	TrxR1 substrate
Cc1ccc(C(=O)N/C(=C/C=C/c2ccccc2)C(=O)NCc2ccco2)cc1	-2%	1%	2.8%	-3	-6%	2	-2%	-7%	-17%
Cc1ccc(S(=O)(=O)N2[C@@H](c3cccc(Cl)c3)C(C(=O)O)=CC[C@H]2c2ccc(Cl)cc2)cc1	-2%	-20%	-0.2%	-9	-1%	-3	-17%	-11%	-8%
O=C(C1CC1)N1CCc2cc(Br)c(S(=O)(=O)N3CCCCCC3)cc21	-3%	0%	.	-5	-4%	12	-2%	-9%	2%
N#CCCN1CCCc2cc(N=Nc3ccc(C(F)(F)F)cc3)ccc21	?	-1%	-1.2%	10	?	2	3%	-2%	-13%
Cc1cc2cc(CNC(=O)Cc3ccc([N+](=O)[O-])cc3)ccc2[nH]1	0%	-7%	-0.5%	-7	-2%	-1	-2%	-8%	3%
Cc1noc(C)c1COc1ccc(C(=O)N2CCN(c3ccccc3F)CC2)cc1	-2%	-5%	0.0%	-3	-21%	0	-7%	-16%	1%[57.1 µM]
COCCCNc1nc(=S)[nH]c2cc(OC)c(OC)cc12	-5%	0%	2.7%	6	-3%	0	3%	-9%	-1%
C=C1CCN([C@@H](C)C(=O)OCc2cccc(C)c2)S(=O)(=O)c2ccccc21	-4%	3%	4.4%	0	-15%	-3	-4%	1%	4%[57.1 µM]
CC(C)COC(=O)c1ccc(N2C(=O)c3ccccc3C2=O)cc1	-4%	2%	1.2%	-2	-8%	-4	-2%	1%	-12%
CC1(C(=O)NS(=O)(=O)c2cccc(F)c2)CCN1C(=O)C/C=C/c1ccccc1 (centres undefined)	4%	-3%	.	-1	.	0	.	.	.
CO/N=C/C(C(C)=O)C(=O)Nc1ccc(Cl)cc1Cl (centres undefined)	5%	-32%	0.0%	-2	-28%	1	8%	?	5%
N#CC1=C(N)NC(SCC(=O)c2ccc(Cl)cc2)=C(C#N)C12CCCC2	-3%	2%	-0.2%	4	-19%	-3	?	0%	3%
CC(C)NC(=O)/C(=N\O)c1ccccc1	-2%	6%	0.9%	-9	-18%	3	-1%	-13%	5%
C/C(CC(=O)Nc1ccc(Cl)c(C(F)(F)F)c1)=N\NC(=O)c1cccc(O)c1	6%	-1%	2.3%	-1	-14%	-2	-1%	5%	-3%
Cc1ccc(/C=C/C(=O)Nc2ccccc2C(N)=O)o1	-1%	-1%	-3.0%	-10	-21%	10	0%	2%	-9%
COc1cccc(NC(=S)NC(Cc2ccccc2)c2ccccc2)c1 (centres undefined)	-3%	-4%	.	-5	-25%	11	3%	?	.
Cc1ccc(NC(=O)CN(C)C(=O)c2ccc(Cl)c([N+](=O)[O-])c2)cc1	-4%	-3%	-0.1%	-12	0%	2	-6%	0%	-4%
O=C1CC(c2ccccc2C(F)(F)F)c2c(c3ccccc3[nH]c2=O)O1 (centres undefined)	-1%	2%	-0.2%	-6	-10%	-17	-4%	-2%	14%[11.4 µM]
CCCCOc1ccc(/C=C/C(=O)OCC(=O)NC2CCS(=O)(=O)C2)cc1OCC (centres undefined)	-2%	0%	1.1%	-5	-17%	7	12%	-4%	5%
Cc1c(C(=O)N(C)c2cccc(C(F)(F)F)c2)sc2nc3n(c(=O)c12)CCCCC3	-1%	-11%	17%	3	-19%	-2	14%	1%	66%[activator]

Continued (two carried over from the part before).
molecule	GRP78 ERSR act	Vif-A3G inh	RXFP1 agonist	LDHA block	USP1-UAF1 inh	PI4K2A inh	IDH1 R132H inh	Vif-A3F inh	TrxR1 substrate
CCCCOc1ccc(/C=C/C(=O)OCC(=O)NC2CCS(=O)(=O)C2)cc1OCC (centres undefined)	-2%	0%	1.1%	-5	-17%	7	12%	-4%	5%
Cc1c(C(=O)N(C)c2cccc(C(F)(F)F)c2)sc2nc3n(c(=O)c12)CCCCC3	-1%	-11%	17%	3	-19%	-2	14%	1%	66%[activator]
COc1ccc(-c2csc(NC(=O)c3cccs3)c2C(=O)O)cc1OC	-1%	0%	-1.2%	-1	-18%	7	5%	5%	-6%[57.1 µM]
Cc1cc(NC(=O)CSc2nnc(-c3ccco3)o2)no1	-7%	1%	2.8%	-3	-4%	-2	9%	-8%	-1%
CC(C)(C)OC(=O)N1CCC(N2CCN(Cc3ccccc3)C(=O)C2=O)CC1	-1%	4%	2.3%	2	-26%	-5	16%	-2%	-11%[57.1 µM]
Cc1cc(C)c(S(=O)(=O)Nc2ncccc2C)c(C)c1	-3%	0%	-1.4%	-3	-21%	1	-3%	-7%	8%
CCCN(CCC)CC(O)Cn1cc(/C=C/C(=O)c2ccccc2)c2ccccc21 (centres undefined)	-3%	-15%	-0.1%	-11	-25%	-3	0%	-10%	-6%
COc1ccc(CNC(=O)CC(C)n2nc(C)cc2C)cc1 (centres undefined)	-5%	6%	-0.2%	-1	2%	-1	20%	1%	-8%[57.1 µM]
COc1cccc(-c2ccc(NC(=O)C3CCCN(Cc4cnn(C)c4C)C3)cc2)c1 (centres undefined)	-2%	10%	1.6%	-2	-15%	-1	9%	2%	-8%[57.1 µM]
COc1ccc(C(=O)NCC2CCCCC2)cc1S(=O)(=O)N1CCOCC1	-2%	-1%	.	-1	-9%	-7	0%	-3%	-11%
O=C(COC(=O)/C=C/c1ccco1)NCc1ccc2c(c1)OCO2	-4%	1%	-1.1%	-5	-15%	4	2%	-3%	-3%[57.1 µM]
CC1(C)CC(=O)C(C=NC2CC(C)(C)NC(C)(C)C2)=C(O)C1	-5%	0%	-0.2%	3	-16%	-2	0%	0%	-7%
Cc1ccc(NC(=O)CNC(=O)N2CC(=O)Nc3ccccc32)cc1F	-2%	-6%	-0.6%	-1&6	3%	3	-3%	1%	6%[57.1 µM]
COc1cccc(S(=O)(=O)NCc2ccc(C(=O)N3CCN(c4ccccc4)CC3)cc2)c1	-1%	-1%	0.0%	-1	-9%	0	-10%	-4%	0%
O=C(Nc1nnc(S(=O)(=O)N2CCCC2)s1)c1ccccc1Cl	0%&0%	-20%&-7%	25%&0.8%	-10&-3	-15%&-5%	2&-1	-2%&1%	-6%&-13%	-11%&-1%
Cc1sc(NC(=O)CSc2nnc(C(C)C)n2C)c(C#N)c1C	-3%	-7%	2.9%	-8	-3%	-3	8%	-3%	3%
COc1ccccc1C(=O)Nc1ccccc1N1CCN(C(=O)c2ccc(Cl)cc2)CC1	-2%	9%	-1.1%	-2	-10%	0	0%	-9%	6%
CCOc1ccc(CCNC(=O)c2ccc3c(Cl)c4c(nc3c2)CCCC4)cc1	-1%	6%	0.0%	-1	-7%	1	3%	0%	-1%
CC1(C(=O)NS(=O)(=O)c2ccc3ccccc3c2)CCN1C(=O)Cc1ccc(-c2ccccc2)cc1 (centres undefined)	16%	-14%	.	-16	.	-1	.	.	.
CC1Cc2ccccc2N1C(=O)COC(=O)Cc1ccc(F)cc1 (centres undefined)	-3%	1%	3.2%	0	-15%	1	5%	3%	-11%
COc1ccc(NCc2nnc(SCC(=O)NCc3ccco3)n2-c2ccccc2OC)cc1	2%	-5%	-0.1%	9	-19%	12	8%	.	0%
CCC1=C(OC(=O)N(CC)CC)N2C(=O)OC(=NCCc3c[nH]c4ccccc34)[C@]2(Cc2ccccc2)[C@H]2C1=CC[C@H]1C(=O)N(CC)C(=O)[C@H]12	-1%	-4%	0.0%	1	?	-4	2%	3%	-9%[57.1 µM]
COC(=O)COc1ccc2c(-c3cccc([N+](=O)[O-])c3)cc(=O)oc2c1	?	-1%	2.2%	-5	-8%	9	-1%	-1%	10%[57.1 µM]

Among those listed so far, these have a COOH group.
molecule	GRP78 ERSR act	Vif-A3G inh	RXFP1 agonist	LDHA block	USP1-UAF1 inh	PI4K2A inh	IDH1 R132H inh	Vif-A3F inh	TrxR1 substrate
Cc1ccc(S(=O)(=O)N2[C@@H](c3cccc(Cl)c3)C(C(=O)O)=CC[C@H]2c2ccc(Cl)cc2)cc1	-2%	-20%	-0.2%	-9	-1%	-3	-17%	-11%	-8%
COc1ccc(-c2csc(NC(=O)c3cccs3)c2C(=O)O)cc1OC	-1%	0%	-1.2%	-1	-18%	7	5%	5%	-6%[57.1 µM]

Some of the compounds tested; the hit share may differ from the screen's.
